S3 lipid droplet: qHTS Assay for Lipid Storage Modulators in Drosophila S3 Cells; Drosophila S3 cells, BODIPY lipid droplet fluorescence, 18-24 h; cells fed with added oleic acid; Potency in µM for hits, for the others lipid storage change, negative = inhibition, % at the top dose, mostly 46.1 µM; 320,000 compounds, 0.64% hits; AID 2685; active means well fitted inhibition curve with a large enough effect in the signal ratio, with a control signal flat, not every such curve was filed as active; inconclusive means small, poorly fitted or top-dose-only effect, or effect the other way, or a change in a side signal; the % refers to the signal ratio
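Drosophila S3 cells got compounds at several concentrations plus oleic acid (400 uM solution). Laser-scanning cytometry with 488 nm excitation read lipid droplets at 500-530 nm and cells at 575-640 nm. Percent activity was relative to 20 uM Triacsin C.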
S3 lipid droplet cell count max: recorded beside S3 lipid droplet, whose call it bears; cell number change, %; measured here: cell count max response;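 cells counted by Cell Tracker Red CMTPX staining in the red channel; peak over a dose series mostly up to 46.1 µM; percent activity relative to internal control wells on each plate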
An asterisk follows results filed as active; i = inactive; ? = inconclusive; / = no result given; [ ] = remark or other dose. On the % scale 0 is the no-effect control and ±100 the full control effect; potency means the concentration at half of the fitted maximal effect. These rows are one share of the data, so the mix of outcomes need not match the whole.

SMILES	S3 lipid droplet	S3 lipid droplet cell count max
Cc1ccc(C)c(NC(=O)COC(=O)CNC(=O)C2CCCCC2)c1	?	/
CCOC(=O)N1CCN(c2c(NCc3ccccc3OC)c(=O)c2=O)CC1	?	/
Cc1cc(Br)ccc1NC(=O)CNC(=O)CN1C(=O)NC2(CCCCCC2)C1=O	22.1%	-1.2
CC(NC(=O)NC1CCCCC1)c1ccccc1 (stereo not given)	?	/
COc1ccc(Br)c(C(=O)Nc2cccc(Cl)c2Cl)c1	?	/
O=C(CSc1nc2ccccc2c(=O)n1Cc1ccco1)N1CCCCCC1	?	/
O=C(C[n+]1ccccc1)N/N=C/c1cccs1	?	/
COCCCNC(=O)[C@H]1N2C(=O)c3ccccc3C2SC1(C)C (stereo not given in full)	-4.4%	1.6
CCOc1ccc(NC(=O)N(CCN(C)C)C(C)c2cccnc2)cc1 (stereo not given)	7.0%	23.7
CC(C)c1ccc(NC(=O)C(c2ccccc2)N2CCN(C(=O)c3ccco3)CC2)cc1 (stereo not given)	20.6µM*	-35.1*
COC(=O)C1=C(C)OC(N)=C(C#N)C1c1ccccc1 (stereo not given)	?	/
CCCn1c(N)c(C(=O)COC(=O)c2c(C)noc2C)c(=O)n(C)c1=O	?	/
Cc1cccc(NC(=O)CSc2ncnc3sc(C)cc23)c1	?	/
O=C(N/N=C/C1CC2C=CC1C2)c1ccccc1O (stereo not given)	?	/
COc1ccc(C2=NOC(C(=O)Nc3cccnc3)C2)cc1OC (stereo not given)	?	/
CN(CCNC(=O)C1CC(=O)N(c2ccc(F)c(Cl)c2)C1)Cc1ccccc1 (stereo not given)	-18.6%	5.8
O=C(O)CNC(=O)/C=C/c1ccc(Cl)cc1Cl	0.6%	11.1
COc1cc(NS(=O)(=O)c2ccc(NC(=O)c3cccs3)cc2)nc(OC)n1	-2.0%	/
Nc1nc(Cl)nc2c1ncn2[C@H]1C[C@H](O)[C@@H](CO)O1	?	-15.9
CCc1nccn1S(=O)(=O)c1cc(OC)c(Cl)cc1OC	?	/
C#CCNC(=O)C1=C[C@H](C2CC2)C[C@H](OCCCCO)O1	-19.8%	-5.7
Cc1ccc(C(=O)COc2ccccc2-c2ccccc2)cc1C	-4.4%	-5.0
COCC(C)n1c(C)cc(C(=O)COC(=O)c2nc3nc(C)cc(C)n3n2)c1C (stereo not given)	?	/
Cc1ccc(S(=O)(=O)N(CC(=O)NCCSc2ccccn2)c2cc(C)cc(C)c2)cc1	-21.1%	-9.0
COCCNC(=O)C(OC(=O)CC1Sc2ccccc2NC1=O)c1ccncc1 (stereo not given)	-1.7%	5.7
CCc1ccc(NC(=O)CCn2nc(C)c(S(=O)(=O)N3CCCCC3)c2C)cc1	i	/
O=C(O)CCNc1ccc2c(c1)OCCO2	?	/
S=c1[nH]nc(-c2ccccc2)n1/N=C/c1ccc(-c2ccccc2Cl)o1	?	/
O=C1CC(SCc2nc3ccccc3[nH]2)C(=O)N1c1ccc(Cl)cc1 (stereo not given)	?	/
COc1ccc(Cc2nnc(SCC(=O)NC3(C#N)CCCCC3)n2N)cc1	?	/
Cc1ccc(CN2CCN(C(=O)C3CCC3)CC2)cc1	16.2%	0.4
O=C(COc1ccccc1F)Nc1ccc2[nH]c(=O)[nH]c2c1	19.4%	/
Cc1ccc(NC(=O)CSc2nn(-c3ccccc3)c(=S)s2)cc1S(=O)(=O)N(C)C	?	/
C/C=C/c1ccc(OCCCCN2C(=O)NC(C)(C)C2=O)c(OC)c1	i	11.8
CC(C)C(NC(=O)c1ccccc1F)C(=O)Nc1nccs1 (stereo not given)	4.0%	12.3
O=C(CSc1nnnn1-c1ccc(F)cc1)Nc1ccccc1F	?	/
CCOC(=O)c1sc(C)c2c(=O)n(Cc3ccc(Cl)cc3)c(C)nc12	-8.6%	1.9
CCc1ccc(NC(=O)C2CCCN(S(=O)(=O)c3c(C)[nH]c(=O)[nH]c3=O)C2)cc1 (stereo not given)	?	/
CCCc1cc(=O)oc2cc(OCC(=O)OC)cc(OCC(=O)OC)c12	?	/
CN(C)/C=C1\C(=O)ON=C1c1ccccc1	?	/
CC(C)(C)c1ccc(-n2ncc3c2CCCC3NC(=O)c2cnccn2)cc1 (stereo not given)	?	/
COc1cc(OC)cc(C(=O)NC(=S)Nc2ccc3c4c(cccc24)CC3)c1	?	/
Cc1ccc(N/C=C2\CCCCC2=O)nc1	3.5%	/
O=C(c1ccc(Cl)c(F)c1F)N1CCOCC1	?	/
O=C(Nc1cc(Cl)ccc1Cl)C1CC(=O)N(c2ccccc2)C1 (stereo not given)	?	/
Cc1cc(C)c(S(=O)(=O)N2CCN(C(=O)c3cc4ccccc4o3)CC2)c(C)c1	?	/
Cc1cc(Cl)ccc1NC(=O)CCN1C(=O)NC(C)(C)C1=O	8.5%	12.9
CCN(CC)C(=O)C1CCN(S(=O)(=O)c2ccc3c(c2)CCCN3C(=O)C2CCC2)CC1	?	/
COc1ccc(/C(N)=N/OC(=O)Oc2ccccc2)cc1	?	/
CCOC(=O)c1nccnc1C(=O)Nc1ccc(C(F)(F)F)cc1	?	/

Pulled by structure from the entries so far:
SMILES	S3 lipid droplet	S3 lipid droplet cell count max
COc1ccc(/C(N)=N/OC(=O)Oc2ccccc2)cc1	?	/
O=C(c1ccc(Cl)c(F)c1F)N1CCOCC1	?	/
COc1cc(OC)cc(C(=O)NC(=S)Nc2ccc3c4c(cccc24)CC3)c1	?	/
Cc1cc(Cl)ccc1NC(=O)CCN1C(=O)NC(C)(C)C1=O	8.5%	12.9

The list goes on.
SMILES	S3 lipid droplet	S3 lipid droplet cell count max
N#CC1(C#N)CC(C=O)=C(N)C1(C#N)CC(=O)c1ccc(F)cc1 (stereo not given)	?	/
CCOC(=O)c1c(/N=C/N(C)C)sc2c1CCC2	?	/
c1ccc(C2=NC(c3ccccc3)N=C(c3ccccc3)N2)cc1	5.4%	-8.8
O=C(CO/N=C/c1ccccc1O)N1CCc2ccccc21	-10.9%	-43.4
C/C(=N\NC(=S)NCCc1ccccc1)c1cccc(Br)c1	?	/
CCn1c(CC(=O)Nc2ccc(C)c(Cl)c2)nnc1SCC(=O)Nc1nc(C)cs1	?	/
Cc1ccccc1OCCC(=O)OCC(=O)NCCNC(=O)COC(=O)CCOc1ccccc1C	?	/
N#CNC(=Nc1ccc(Cl)cc1)Oc1ccccc1	?	/
O=C(C(=O)N1CCOCC1)c1cn(CC(=O)N2CCCCC2)c2ccccc12	?	/
CCOC(=O)C(NC(C)=O)C(O)c1ccc([N+](=O)[O-])cc1 (stereo not given)	-4.1%	-6.1
CN1C2CCC1CC(NC(=O)CSc1ccc(Cl)cc1)C2 (stereo not given)	?	/
Cc1onc(-c2ccncc2)c1C(=O)O	20.6µM*	-5.3*
COc1ccccc1-c1cn[nH]c1-c1ccc(OCc2ccc(F)cc2)cc1O	?	/
O=C(Oc1ccc(N2C(=O)CCC2=O)cc1)c1ccccc1Cl	?	/
Cc1cccc(OCc2nnc(SCC(=O)NCCc3ccccc3)o2)c1	?	/
CN1C(=O)/C(=C/c2ccc(O)c([N+](=O)[O-])c2)NC1=S	-5.0%	3.7
Cc1cc(S(=O)(=O)Nc2cccc([N+](=O)[O-])c2)c(C)s1	-9.1%	-28.0
CC1CCCCC1NC(=O)C1CCN(S(=O)(=O)N2CCCCCC2)CC1 (stereo not given)	?	/
CN1CCN(C(=O)C2CCN(S(=O)(=O)c3ccc4c(c3)oc(=O)n4C)CC2)CC1	24.6%	3.3
O=C(NCC(c1ccco1)N1CCc2ccccc2C1)c1cccc(F)c1 (stereo not given)	?	/

A second format for some results above.
Values run as follows: S3 lipid droplet	S3 lipid droplet cell count max
COC(=O)C1=C(C)OC(N)=C(C#N)C1c1ccccc1 (stereo not given)
 : ?	/
CCCn1c(N)c(C(=O)COC(=O)c2c(C)noc2C)c(=O)n(C)c1=O
 : ?	/
Cc1cccc(NC(=O)CSc2ncnc3sc(C)cc23)c1
 : ?	/
O=C(N/N=C/C1CC2C=CC1C2)c1ccccc1O (stereo not given)
 : ?	/

(further entries)
SMILES	S3 lipid droplet	S3 lipid droplet cell count max
O=C(Nc1ncc(Br)s1)C1CCCN1S(=O)(=O)c1cccc2cccnc12 (stereo not given)	6.2%	-8.1
Cc1cc(C)cc(-c2nnc(SCC(=O)Nc3cc(C)on3)o2)c1	?	/
CC(C(=O)Nc1nc(-c2ccc(F)c(F)c2)cs1)N1C(=O)C2CC=CCC2C1=O (stereo not given)	?	/
Cc1ccc(/C(O)=C2/C(=O)C(=O)N(CC(=O)O)C2c2ccc([N+](=O)[O-])cc2)cc1 (stereo not given)	i	11.6
Cc1ccc(C(=O)N2CCN(c3nc4ccccc4n3C)CC2)cc1	24.2%	38.3
Cc1ccc(S(=O)(=O)N2CCCCC2)cc1NC(=O)CNCc1ccco1	-5.5%	-13.6
CC(=O)c1c(C)[nH]c(C(=O)NCc2cccc(Cl)c2)c1C	?	/
COc1cccc(-c2csc(N3CCN(C(=O)C4CCCCC4)CC3)n2)c1	?	/
COc1ccc(CCNC(=O)CNC(=O)c2ccc3c(c2)OCO3)cc1OC	?	/
O=C1c2ccccc2CCCC12N=NCC2c1cccc2ccccc12 (stereo not given)	?	/
CCn1c(SCC(=O)N2CCc3ccccc3C2)nc2sc(C)c(C)c2c1=O	6.3%	19.4
COc1ccc(C(=O)OCC(=O)c2c(N)n(C)c(=O)n(C)c2=O)cc1OC	?	/
CCC(=O)Nc1ccc(C(=O)N/N=C/c2cc(Br)c(OC)cc2OC)cc1	?	/
COc1ccccc1NC(=O)CCc1c(C)nc2c(-c3ccc(F)cc3)c(C)nn2c1C	20.3%	/
NC(=O)COC(=O)c1cc(-c2ccco2)nc2ccccc12	14.0%	8.5
N#Cc1cc([N+](=O)[O-])ccc1NC(=O)COC(=O)CCC1CCCCC1	9.6%	2.5
O=S(=O)(Nc1ccc(-c2ccc3nncn3n2)cc1)c1ccccc1Cl	?	/
COc1ccc(C)cc1S(=O)(=O)N1CCN(S(=O)(=O)c2cc(C)ccc2OC)CC1	?	/
COc1ccc(OC)c(S(=O)(=O)Nc2ccc3c(c2)N(C(C)=O)CCC3)c1	?	/
O=C1c2cccnc2C(=O)N1Cc1ccc(S(=O)(=O)N2CCOc3ccccc32)cc1	?	/
CCOCCCNC(=O)C(c1ccc(C)cc1)N1CCOCC1 (stereo not given)	?	/
CCOP(=O)(CC(C(C)=O)C(O)c1ccccc1)OCC (stereo not given)	-7.8%	-14.4
Cc1ccc(S(=O)(=O)N2CCC(C(=O)OCC(=O)NCCc3ccccc3)CC2)cc1C	?	/
CCOC(=O)c1c(N)sc(C(=O)N2CCCC2)c1C	-1.3%	5.4
O=C(CNC(=O)c1cccs1)NCCc1ccco1	?	/
S=c1[nH]nc(-c2ccco2)n1/N=C/C=C/c1ccco1	-0.7%	-8.4
Cc1cc(C)c2c(=O)c(/C=C3\NC(=S)NC3=O)coc2c1	-5.4%	-6.8
CCC(=O)c1ccc(OCC(=O)OCC(=O)NC2CCCC2)cc1	7.8%[0.0737 µM]	-7.7
COC(=O)c1ccccc1NC(=O)c1cc(-c2ccc(C)cc2)on1	?	/
CC(=O)c1ccc(NC(=O)CCCCCn2nnc3ccccc3c2=O)cc1	-4.5%	-0.9
CN(C)CCCN(C(=O)c1ccc(S(=O)(=O)N2CCCCCC2)cc1)c1nc2ccc(F)cc2s1	-15.2%	20.6
Cc1nnc(NC(=O)CSc2nnc(CC(=O)Nc3ccccc3F)n2C)s1	?	/
O=C1N(c2cccc(Cl)c2)C(c2ccc(Cl)cc2)N2CCCN12 (stereo not given)	-9.2%	0.6
CN(C)c1ccc(NC(=O)CN2CCN(c3ccc(F)cc3)CC2)cc1	55.5%	-1.1
CCc1ccc(N(C(=O)CCC(=O)Nc2cc(C)on2)C(C(=O)NC2CCCC2)c2ccco2)cc1 (stereo not given)	3.6%	-0.2
COc1ccccc1NS(=O)(=O)c1ccc(NC(=O)c2ccncc2)cc1	?	/
O=C(Cn1c(=O)n(-c2ccc(F)cc2)c(=O)c2sccc21)NC1CCCCC1	0.2%	7.8
O=C(NCCCO)/C(=C\c1ccco1)NC(=O)c1ccc(Br)o1	-4.2%	-0.1
CCN1CCN(C(=O)C2CCC(CNS(=O)(=O)c3ccccc3)CC2)CC1 (stereo not given)	?	/
O=C(COC(=O)/C=C/c1ccccc1)NCc1cccs1	?	/

Sorted by SMILES length (smallest number first): some entries from above.
SMILES	S3 lipid droplet	S3 lipid droplet cell count max
O=C(COC(=O)/C=C/c1ccccc1)NCc1cccs1	?	/
CN(C)c1ccc(NC(=O)CN2CCN(c3ccc(F)cc3)CC2)cc1	55.5%	-1.1
Cc1nnc(NC(=O)CSc2nnc(CC(=O)Nc3ccccc3F)n2C)s1	?	/

The list continues.
SMILES	S3 lipid droplet	S3 lipid droplet cell count max
Cc1cccc(/C=N/n2c(-c3ccco3)n[nH]c2=S)c1	-4.8%	-6.4
COc1ccc(S(=O)(=O)NC(C)C(=O)NCc2ccccn2)cc1OC (stereo not given)	?	/
Cc1ccc(/C=C/C(=O)O)cc1S(=O)(=O)NCC1CCCO1 (stereo not given)	-16.5%[9.22 µM]	-20.1
Cc1cc(C)c(NC(=O)CNC(=O)c2ccccc2SCC(=O)N2CCCC2)c(C)c1	?	/
Cc1cccc(N2C(=O)/C(=C/c3cccnc3)SC2=S)c1	?	/
COc1cccc(N2CC(NS(=O)(=O)c3ccc(Cl)cc3)CC2=O)c1 (stereo not given)	?	/
CCOC(=O)C1CCCN(C(=O)CSCc2ccccc2)C1 (stereo not given)	-4.4%	-4.7
C=CCNC(=O)N1CCc2[nH]c3ccc(F)cc3c2C1	?	/
Cc1cc(Nc2cccc(Cl)c2)nc(-c2ccccc2O)n1	11.7%	8.9

Screens as filed in PubChem BioAssay.
